JMJD2A Tudor: blocks the human JMJD2A Tudor domain; O75164; AlphaScreen JMJD2A-Tudor / H3K4me3 peptide binding; Potency, µM (highest dose often 114 µM), for the others: at the top dose activity change, negative = inhibition, hits mostly inhibitors; 390,000 tested, 4.4% active; AID 504339; further: on the % scale 0 is the no-effect control and ±100 the full control effect; nearly all actives have a fitted effect of over 50% in size
G9a block: inhibitors of human histone lysine methyltransferase G9a | Q96KQ7 | G9a H3K9 monomethylation, AlphaScreen, 2 h | Potency, µM (titrated, usually from 102 µM), for inactives: at the top dose activity, negative = inhibition, most hits filed as inhibitors | 350,000 tested, 8.8% active | AID 504332; further: on the % scale 0 is the no-effect control and ±100 the full control effect; nearly all actives have a fitted effect of over 75% in size
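AlphaScreen detection with an anti-monomethyl H3K9 antibody quantified product after a 2 h room-temperature reaction containing 500 nM biotinylated H3K9 peptide, 20 µM SAM and 20 nM enzyme, which had been preincubated 15 min with compound.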
POLB inh: inhibitors of human DNA polymerase beta; Potency, µM (top dose mostly 114 µM), for inactives: top-dose activity change, negative = inhibition, most hits filed as inhibitors; 340,000 tested, 1.3% active; Pol beta primer extension/strand displacement, fluorescence kinetic; AID 485314; P06746; further: on the % scale 0 is the no-effect control and ±100 the full control effect
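Preincubation: enzyme (10 nM) with compound, 15 min, RT. Reaction: substrate added to 50 nM final. Reads: 0 and 10 min. Analysis: normalized, Hill fit.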
APE1 inh: inhibitors of human APE1 endonuclease; P27695; recombinant APE1, TAMRA/BHQ-2 abasic DNA cleavage fluorescence; Potency, µM (top dose mostly 65.8 µM), for inactives: at the top dose activity change, negative = inhibition, most hits filed as inhibitors; 350,000 tested, 0.35% active; AID 2517;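 further: plate controls were vehicle for no effect and reference inhibitor for full effect; nearly all actives have a fitted effect of over 55% in size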
Target sequence (P27695 whole entry, looked up): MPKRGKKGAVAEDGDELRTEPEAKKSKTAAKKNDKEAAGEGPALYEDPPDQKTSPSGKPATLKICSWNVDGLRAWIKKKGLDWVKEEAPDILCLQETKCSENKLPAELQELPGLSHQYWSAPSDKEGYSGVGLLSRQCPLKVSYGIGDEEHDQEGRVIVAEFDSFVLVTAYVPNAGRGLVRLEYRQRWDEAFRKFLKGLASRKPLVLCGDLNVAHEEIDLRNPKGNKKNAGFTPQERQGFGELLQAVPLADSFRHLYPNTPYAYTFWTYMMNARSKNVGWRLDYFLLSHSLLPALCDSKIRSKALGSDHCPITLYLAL
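APE1 at 0.75 nM final was preincubated with compound 15 min at room temperature, then 50 nM double-stranded THF abasic-site substrate (5'-TAMRA/3'-BHQ-2) was added. Fluorescence (ex 525/em 598 nm) was read kinetically; third-minus-first read gave activity.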
POLK inh: DNA polymerase kappa (human) inhibition. Q9UBT6. purified Pol kappa, fluorescent DNA synthesis assay, 10 min. Potency, µM (titrated, usually from 107 µM), without a hit: top-dose activity, negative = inhibition, most hits filed as inhibitors. 400,000 tested, 0.53% active. AID 588579; further: on the % scale 0 is the no-effect control and ±100 the full control effect
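Fluorescent qHTS in 1536-well format: enzyme (10 nM) and compound sat 15 min at room temperature before 50 nM substrate (final) was added. Signal taken at 0 and 10 min; no-enzyme buffer wells were negative controls.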
BLM inh: Bloom syndrome helicase (human) inhibition; P54132; recombinant BLM DNA unwinding, fluorescence dequenching; Potency, µM (top dose mostly 56.1 µM), for the others: at the top dose activity change, negative = inhibition, most hits filed as inhibitors; 350,000 tested, 0.2% active; AID 2528;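 further: plate controls were vehicle for no effect and no enzyme for full effect; nearly all actives have a fitted effect of over 35% in size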
POLH inh: blocks human DNA polymerase eta activity | 390,000 tested, 1.2% active | Potency, µM (titrated, usually from 114 µM), without a hit: at the top dose activity change, negative = inhibition, usual class: inhibitors | recombinant Pol eta, fluorescent DNA replication assay; further: on the % scale 0 is the no-effect control and ±100 the full control effect
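Pol eta at 10 nM preincubated with compounds 15 min at room temperature; reaction started with fluorescent substrate (50 nM final) and read kinetically at 0 and 10 min.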
BAZ2B block: inhibitors of human BAZ2B bromodomain | Potency, µM (top dose mostly 114 µM), inactives show at the highest dose activity change, negative = inhibition, actives largely listed as inhibitors | AID 504333 | AlphaScreen BAZ2B-H3K14Ac peptide displacement | 360,000 tested, 4.4% active; further: on the % scale 0 is the no-effect control and ±100 the full control effect; nearly all actives have a fitted effect of over 60% in size
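AlphaScreen displacement of biotin-H3(5-23)K14Ac peptide (50 nM final) from BAZ2B (50 nM final) in PBS pH 7.4, 0.01% Tween-20; complex preformed 30 min RT, then compounds (top 110 uM) 30 min RT, beads 20 min dark.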
Pol iota inh: blocks human DNA polymerase iota activity; 390,000 tested, 1% active; Q9UNA4; Potency, µM (top dose mostly 115 µM), for inactives: at the highest dose activity, negative = inhibition, hits mostly inhibitors; Pol iota fluorescent replication assay, 10 min
Target sequence (Q9UNA4 whole entry, looked up): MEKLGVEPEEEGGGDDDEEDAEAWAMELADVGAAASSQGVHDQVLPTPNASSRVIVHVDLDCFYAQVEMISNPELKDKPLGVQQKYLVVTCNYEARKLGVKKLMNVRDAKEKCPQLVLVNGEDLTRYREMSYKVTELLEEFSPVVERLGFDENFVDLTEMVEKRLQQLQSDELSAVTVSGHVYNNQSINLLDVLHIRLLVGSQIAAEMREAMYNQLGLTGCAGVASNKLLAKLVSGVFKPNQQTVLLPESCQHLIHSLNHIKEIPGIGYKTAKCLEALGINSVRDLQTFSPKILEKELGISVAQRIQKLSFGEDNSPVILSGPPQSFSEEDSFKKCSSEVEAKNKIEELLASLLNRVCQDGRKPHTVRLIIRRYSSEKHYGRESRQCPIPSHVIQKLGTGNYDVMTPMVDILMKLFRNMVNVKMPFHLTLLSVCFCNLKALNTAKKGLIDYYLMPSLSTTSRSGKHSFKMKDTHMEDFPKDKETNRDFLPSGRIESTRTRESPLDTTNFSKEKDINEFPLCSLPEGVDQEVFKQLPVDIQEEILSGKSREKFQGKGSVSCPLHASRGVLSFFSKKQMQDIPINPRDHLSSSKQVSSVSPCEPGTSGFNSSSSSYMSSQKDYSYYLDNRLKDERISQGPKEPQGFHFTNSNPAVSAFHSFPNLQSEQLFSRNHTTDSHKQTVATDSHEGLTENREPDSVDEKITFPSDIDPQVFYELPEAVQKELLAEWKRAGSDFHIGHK
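Fluorescent replication assay read twice, at 0 min and 10 min after adding 50 nM (final) substrate. Enzyme (10 nM) and compounds were first incubated 15 min at room temperature; enzyme-free buffer wells were negative controls.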
Active calls of the source: *; u = inconclusive; x = no result given; & = joins results of further samples; [ ] = remark or other dose. The call rests on the fitted dose curve; in most records, active means well fitted curve in the direction sought with a large enough effect; inconclusive means small, poorly fitted or top-dose-only effect, or another doubt; inactive means no such curve, though single readings can be large; an effect the other way counts as inactive or inconclusive. Potency means the concentration at half of the fitted maximal effect. This is a subset. The share of hits here may be higher or lower than overall.

Results follow in this order: JMJD2A Tudor	G9a block	POLB inh	APE1 inh	POLK inh	BLM inh	POLH inh	BAZ2B block	Pol iota inh
> Nc1cccc2c1C(=O)N(C(=O)/C=C/c1cccc(F)c1)C2=O
 : -15%	u	14%	-3%	-11%	-15%	u	0%	u
> O=C(CC1C(=O)NCCN1Cc1ccc(-c2ccccc2)cc1)NC1CCC1 (stereo not given)
 : -21%	-28%	-1%	2%	-9%	-2%	-12%	-30%	u
> CCOc1ccccc1OCCOc1cccc(C(F)(F)F)c1
 : 163%[activator]	117%[activator][59 µM]	10%	-9%	-11%	-8%	-9%	255%[activator]	11%
> COc1ccc(S(=O)CC(=O)Nc2ccccc2Cl)cc1 (stereo not given)
 : -3%[57.1 µM]	-12%[59 µM]	14%	1%	6%	-5%	-4%	7%	79%[activator]
> CCOc1ccccc1NC(=O)c1cnc(NS(=O)(=O)c2ccccc2)nc1
 : -17%	8%	23%	0%	-20%	-2%	-8%	-6%	-1%
> Cc1ccccc1-c1nc(C(=O)NCC2CCCO2)cc2c1[nH]c1ccccc12 (stereo not given)
 : -35%	-27%	12%	-6%	-22%	-5%	u	-32%	u
> CCOc1ccc(C(c2c(O)cc(C)n(CCOC)c2=O)N2CCN(c3ccccc3F)CC2)cc1 (stereo not given)
 : -29%	u	1%	x	-3%[60.1 µM]	0%	-13%	-1%	12%
> N#Cc1c(-c2ccc(Cl)cc2Cl)nc2n(c1=O)CCS2
 : -14%	11%	u	-2%	-16%	-13%	u	-16%	u
> CCOC(=O)CC1=CC(C)(CC(=O)OCC)C(C#N)(C#N)C(N)=C1C#N (stereo not given)
 : -12%	-31%[12.7 µM]	2%	3%	-2%[60.1 µM]	-6%	-7%	-12%	31%[activator]
> NC(=O)[C@H]1CC2(CC(c3cccc(NC(=O)c4ccccc4)c3)=NO2)CN1C(=O)[C@H]1CCC(=O)N1 (stereo not given in full)
 : -13%	32%[12.7 µM]	2%	-1%	11%	1%	2%	0%	40%[activator]
> Cc1nn(-c2ccc(F)cc2)c(Cl)c1/C=C(\CC(=O)O)c1nc2ccccc2s1
 : -18%	x	2%	4%	-14%	0%	-5%	u	-5%
> COc1ccccc1NC(=O)CSc1nnc(CNC(=O)c2cccs2)o1
 : -21%	-7%[0.501 µM]	u	-13%	-12%	-1%	-24%	-3%	13%
> CCOC(=O)C1=C(Cn2ccc(C(F)(F)F)n2)NC(=O)NC1c1ccc2c(c1)OCO2 (stereo not given)
 : -17%	9%[59 µM]	-13%	-10%	-2%	-6%	-17%	1%	3%
> Cc1cc(C)c2oc(C(=O)N3CCN(C)CC3)cc(=O)c2c1
 : -7%	-113%	-1%	55%[activator]	-10%	-4%	11%	37%	4%
> CC[n+]1cc(-c2ccccc2)nc(N2CCOCC2)n1
 : 32µM*	10µM*	41%	1%	-3%	-1%	-3%	-5%	-19%
> CC(C)(C)C(=O)Cn1c(=N)n(Cc2ccccc2)c2ccccc21
 : -19%	-11%[59 µM]	11%	-1%	-9%	-10%	-6%	u	-6%
> CSc1nc(C)c(CCOC(=O)c2cccc(C)c2)c(=O)[nH]1
 : -29%	26%[0.0925 µM]	26%	3%	-10%	-2%	2%	4%	u
> O=C(O)c1cccc(NC(=O)c2ccc(CN3C(=O)c4ccccc4C3=O)cc2)c1
 : -9%	x	20%	3%	-3%	2%	-4%	-2%	50%[activator]
> O=C(NCc1cccnc1)C1CCN(Cc2cc3ccccc3n2Cc2cccc(Cl)c2)CC1
 : u	-31%[59 µM]	25%	x	-8%[60.1 µM]	-8%	-9%	u	-3%
> CCC(=O)c1ccc(OCC(=O)N2CCN(c3ccccn3)CC2)cc1
 : -5%	17%	2%	22%	-2%	-2%	-17%	-4%	15%
> Cc1ccccc1-n1c(SCc2c(C)noc2C)nnc1-c1ccncc1
 : -3%	-24%[12.7 µM]	5%	0%	-13%	0%	-11%	9%	9%
> Cc1ccc(NC(=O)C(Cc2ccccc2)n2cccc2)cc1 (stereo not given)
 : -11%&-2%	8%	-25%&14%	-3%	-13%&3%	-9%&-12%	-15%&-12%	-38%&-17%	14%&15%
> Cc1ccc(-n2ncc(C(=O)N3CCN(Cc4ccccc4)CC3)c2C2CCN(C(=O)OC(C)(C)C)CC2)cc1
 : u	-32%[59 µM]	-2%	x	0%	-9%	-27%	-12%[57.1 µM]	18%
> COc1ccc(N(CC(=O)NN=C2CCN(C)CC2)S(=O)(=O)c2ccccc2)c(OC)c1
 : -6%	-15%	-1%	18%	-7%	-2%	-8%	6%	-4%
> Cc1cc(/C=N/n2cnnc2)c(C)n1-c1cc(Cl)ccc1Cl
 : u	u	4%	4%	-8%	-3%	-9%	u	25%
> COc1ccc(CN2C(=O)/C(=C/c3ccncc3)SC2=S)cc1
 : 50µM*	28µM*	-22%	4%	-25%	-10%	-8%	8.9µM*	u
> O=C1C=C(c2cccc3c2oc2ccccc23)C[C@@H](c2ccc(F)cc2)C1
 : -18%	-3%[0.501 µM]	x	-1%	2%	x	5%	-4%	-18%
> CSc1ccc(CN(C)C(=O)c2cccc(S(=O)(=O)NCc3ccccc3)c2)cc1
 : -14%	x	1%	-9%	7%	-5%	-19%	-6%	30%
> CC12CS(=O)(=O)CC1SC(=S)N2c1ccccn1 (stereo not given)
 : -11%	-26%	-1%	-1%	-2%	-1%	-11%	-19%	2%
> O=C(Cn1ncc(Cl)c(Cl)c1=O)c1ccc(Cl)cc1
 : 4%	12%[59 µM]	0%	4%	2%	-5%	-15%	0%	-16%
> O=C(Nc1ccccc1)c1cc([N+](=O)[O-])ccc1Cl
 : -16%	43%&5%[activator][12.7 µM]	9%[57.1 µM]	-6%&19%&-2%&0%&-5%	-3%[60.1 µM]	0%&-1%	-8%[57.1 µM]	u	4%[58.9 µM]
> COc1ccc(-c2nc3ccccc3c(=O)n2-c2c(C)n(C)n(-c3ccccc3)c2=O)cc1
 : -10%	0%	-1%	4%	-2%	0%	-14%	5%	39%[activator]
> C=CCC(c1ccccc1)N(C(C)=O)c1ccco1 (stereo not given)
 : -4%	-13%[59 µM]	12%	-2%	-3%	-5%	7%	-21%	33%[activator]
> O=C(CSc1nccn(-c2ccc(F)c(Cl)c2)c1=O)NC1CCCC1
 : -26%	u	x	1%	-9%	x	-4%	-36%	24%
> Cc1cc(NC(=O)C(C)Sc2nc(-c3ccccc3)cc(=O)[nH]2)no1 (stereo not given)
 : -13%	-2%	47%	-5%	-8%	0%	-9%	u	-25%
> CNC(=O)CSc1nnc(-c2cccnc2)n1-c1ccc(C)cc1
 : -8%	7%	-1%	-3%	-2%	-1%	8%	-15%	-7%
> CC(=O)OC1CC2C(C)(C)CCC(=O)[C@@]2(C)C2CC[C@@]3(C)C(c4ccoc4)OC(=O)C4OC43[C@]12C (stereo not given in full)
 : x	-35%[2.33 µM]	x	-4%	-2%[60.1 µM]	2%	x	x	x
> CC(C)S(=O)(=O)c1csc(NC(=O)Nc2ccc(Cl)cc2)c1
 : -5%	u	u	-4%	1%	-14%	-29%	-11%	29%
> O=C(NCCn1ccc2ccccc21)C1CCCCC1
 : -13%	2%[59 µM]	2%	-2%	-5%	-7%	-6%	-6%	16%
> CCOC(=O)c1sc(C)c(C(=O)NC2CCCCC2)c1N
 : 2%	0%	7%	0%	-11%	0%	-17%	-2%	28%
> O=c1cc(CSc2nc3cc(Cl)ccc3o2)nc2sccn12
 : 14%	-6%[59 µM]	1%	20%	-5%	-1%	-11%	8%	8%
> COC(=O)C1(C)NC(c2ccc(Cl)cc2)C2C(=O)N(c3ccccc3)C(=O)C21 (stereo not given)
 : -10%	22%	27%	49%[activator]	-4%	-2%	-5%	-14%	-12%
> CCOC(=O)Cc1csc(NC(=S)NC(=O)c2ccccc2C)n1
 : -24%	-7%[12.7 µM]	5%	-2%	-7%	-2%	-14%	-36%	23%
> CCc1ccc(-c2nc3cc(NC(=O)c4ccc(F)cc4)ccc3o2)cc1
 : -11%	5%[59 µM]	-7%	x	12%	-2%	-14%	4%	31%
> O=C(NN1CCOCC1)c1ccco1
 : -8%	-6%[12.7 µM]	x	18%	18%	x	-16%	-2%	24%
> COc1ccc(N)cc1-n1cnnn1
 : -17%	u	6%	1%	5%	0%	-7%	x	31%[activator]
> Cc1ccccc1S(=O)(=O)Cc1ccc(C(=O)NC(C)c2ccc3c(c2)OCCO3)o1 (stereo not given)
 : -22%	-32%	36%	-2%	0%	0%	-3%	8%	4%
> COc1ccc(/C=C2\SC(=O)N(CCCC(=O)Nc3cc(Cl)ccc3C(=O)O)C2=O)cc1
 : -30%	x	x	7%	-18%	x	u	x	u
> Cc1cc(C)n(C(=O)CN2C(=O)c3ccccc3C2=O)n1
 : -1%	u	-13%	4%	-2%	0%	-8%	0%	5%
> CCCCCC(=O)Nc1ccc(S(=O)(=O)Nc2cc(OC)nc(OC)n2)cc1
 : -2%	26%	61%	22%	u	0%	-14%	8%	92%[activator]
> CCCCCCNC(=O)c1c(O)c2ccccc2[nH]c1=O
 : -1%	-4%[59 µM]	38%	-3%	5%	-4%	6%	-1%	-10%
> O=c1[nH]c2ccc(Cl)cc2c(O)c1-c1ccccc1
 : -17%	12%[2.33 µM]	-10%	-1%	-5%	1%	-9%	4%	-3%
> Cn1c(=S)[nH]c2cccnc21
 : u	u	-2%	-3%	-26%	-3%	-8%	4%	-11%

Whole records, looked up by structure.
COc1ccc(/C=C2\SC(=O)N(CCCC(=O)Nc3cc(Cl)ccc3C(=O)O)C2=O)cc1 is entered as JMJD2A Tudor = -30%; G9a block = x; POLB inh = x; APE1 inh = 7%; POLK inh = -18%; BLM inh = x; POLH inh = u; BAZ2B block = x; Pol iota inh = u
O=c1[nH]c2ccc(Cl)cc2c(O)c1-c1ccccc1 is entered as JMJD2A Tudor = -17%; G9a block = 12%[2.33 µM]; POLB inh = -10%; APE1 inh = -1%; POLK inh = -5%; BLM inh = 1%; POLH inh = -9%; BAZ2B block = 4%; Pol iota inh = -3%
COc1ccc(N)cc1-n1cnnn1 is entered as JMJD2A Tudor = -17%; G9a block = u; POLB inh = 6%; APE1 inh = 1%; POLK inh = 5%; BLM inh = 0%; POLH inh = -7%; BAZ2B block = x; Pol iota inh = 31%[activator]

Source: PubChem BioAssay (National Center for Advancing Translational Sciences (NCATS))
